Source: PubChem
All columns: NCI-60 one-dose screen, growth in % after 48 h at 10 µM unless noted; 100 = growth as untreated, 0 = no growth, -100 = all killed.
MDA-MB-435 = MDA-MB-435 melanoma. 82,000 compounds, 7.8% hits. AID 1794794
SR = SR leukemia cells. 73,000 compounds, 8.7% hits. AID 1794780
K-562 = K-562 leukemia; 78,000 compounds, 7.4% hits
MDA-MB-468 = MDA-MB-468 breast cancer; 78,000 compounds, 8.5% hits
MOLT-4 = MOLT-4 leukemia cells; 80,000 compounds, 6.9% hits; AID 1794779
RPMI-8226 = RPMI-8226 leukemia cells. 77,000 compounds, 7.5% hits. AID 1794781
MDA-MB-231 = MDA-MB-231 breast cancer; 81,000 compounds, 5% hits; AID 1794789
CCRF-CEM = CCRF-CEM leukemia; AID 1794778; 77,000 compounds, 7% hits
Active calls of the source: *; · = not tested or not shown; & = joins results of further samples; [ ] = remark or other dose. How the source made its calls: active means growth percent below 10; inactive means the rest.

compound	CCRF-CEM	MOLT-4	MDA-MB-231	K-562	SR	MDA-MB-435	MDA-MB-468	RPMI-8226
Nc1nc(Nc2cccnc2)nn1Cc1cccc(Br)c1	77.8	94.0	91.5	51.3	93.8	99.9	47.1	56.7
CCN(CC)CCOc1nc(Oc2ccccc2C(=O)O)cc(-c2ccco2)n1	90.7	98.4	105.9	96.5	105.7	101.9	130.3	101.3
O=C(CN1C(=O)S/C(=C\c2ccc(Cl)cc2)C1=O)Nc1ncc(Cc2ccccc2Cl)s1	110.3	92.9	108.9	100.9	97.0	102.5	110.8	106.0
CCOC(=O)c1ncc(-c2cc(C(F)(F)F)cc(C(F)(F)F)c2)c(NC2CCCCCC2)n1	90.3	80.3	94.6	81.7	92.2	93.6	94.5	68.2
N#Cc1nnn(-c2ccc(S(N)(=O)=O)cc2)c1NC(=O)CCl	88.8	92.4	102.5	·	96.1	99.6	98.7	91.4
COc1ccc(/C=C2\SC(=Nc3cc(C)on3)NC2=O)cc1	101.3	100.3	105.8	100.4	98.9	103.8	95.6	98.2
Cc1cccc(OCC(O)CN2CCCC2)c1 (configuration not stated)	140.8	150.4	108.4	112.2	157.3	113.7	107.2	115.9
OCC1(O)OCC(O)C(O)C1O (configuration not stated)	98.0	96.0	107.5	98.0	87.7	124.0	115.7	108.6
O=c1c2c3c(sc2[nH]c(=S)n1-c1ccc([N+](=O)[O-])cc1)CCCCC3	92.4	92.1	95.6	97.4	102.2	102.2	115.7	85.8
CC(C)c1cccc(Br)c1	89.4	99.5	98.5	104.9	102.5	105.7	94.4	96.4
COc1cc(-c2nc3ccc([N+](=O)[O-])cc3[nH]2)ccc1OCC(=O)N=Nc1c(O)[nH]c2ccc(Cl)cc12	76.7	97.0	90.1	107.7	88.6	102.8	103.2	105.1
CC1CCc2c(sc3nc(SCC(=O)N/N=C/c4ccc(Br)cc4)n(-c4ccccc4)c(=O)c23)C1 (configuration not stated)	109.2	101.4	90.3	92.9	95.1	100.8	93.0	101.9
Cc1c(-n2nnc(-c3nc4ccccc4s3)c2N)c(=O)n(-c2ccccc2)n1C	107.1	98.3	112.5	102.4	102.8	113.5	110.2	105.3
Cc1c(C(=O)Nc2ccc(S(=O)(=O)N3CCOCC3)cc2)oc2ccccc12	88.2	81.1	77.4	73.3	81.7	95.0	85.8	62.5
CCCCCCCCCCCCCCCCNCCO[C@@H]1C[C@H](n2cc(C)c(=O)[nH]c2=O)O[C@@H]1C(=O)NCCCC[C@@H](NC(=O)[C@@H](C)NC(=O)[C@@H](CCCCN)NC(=O)[C@@H](C)NC(=O)[C@@H](CC(C)C)NC(=O)[C@@H](CCCCN)NC(=O)[C@@H](C)NC(=O)[C@@H](CC(C)C)NC(=O)[C@@H](CCCCN)NC(=O)[C@@H](CCCCN)NC(=O)[C@@H](C)NC(=O)[C@@H](CC(C)C)NC(=O)[C@@H](CCCCN)NC(=O)[C@@H](C)NC(=O)[C@@H](CC(C)C)NC(=O)[C@@H](CCCCN)NC(=O)CCCCCN)C(N)=O	108.5[2.13 µM]	97.8[2.13 µM]	100.7[2.13 µM]	105.5[2.13 µM]	96.6[2.13 µM]	109.2[2.13 µM]	100.2[2.13 µM]	103.6[2.13 µM]
Cc1nc2c(c3nnc(-c4ccccc4)n13)CC(C)c1ccccc1N2C (configuration not stated)	88.2	85.8	·	71.8	68.0	103.7	98.6	·
C=CCn1c(SCC(=O)Nc2ccc(C(=O)/C=C/c3ccc(Cl)cc3)cc2)nnc1-c1ccc(Cl)c(Cl)c1	52.9	45.5	85.2	50.4	57.0	37.9	81.5	-34.5*
C=C(C)C(=O)Nc1ccc(NC(C)C)cc1	·	127.9	123.1	134.1	96.6	116.9	110.9	·
COCCc1ccncc1	122.4	106.5	95.1	97.5	97.0	105.3	105.5	96.5
CCN(CC)C(C(=O)NC1CCCCC1)c1ccccc1C(=O)OC (configuration not stated)	98.9	105.2	107.6	107.0	94.9	102.6	96.5	101.9
Cc1[nH]c(C(=O)Nc2cc(C(N)=O)ccc2OC2CCNC2)c(Cl)c1Cl (configuration not stated)	88.2	84.1	74.3	81.2	83.4	99.5	76.6	84.8
O=S(=O)(NC1c2ccccc2Oc2ccccc21)c1ccc(Cl)c(Cl)c1	·	·	102.3	·	·	117.2	94.1	112.1
CC1(C)NC(=S)NC1=O	88.2	90.8	·	89.0	93.1	109.6	109.4	100.8
NC(=O)N/N=C1\CCn2cccc21	96.1	105.8	112.5	97.4	100.5	104.2	85.2	101.6

Part of the list above, with values under each structure:
Every second line gives: CCRF-CEM	MOLT-4	MDA-MB-231	K-562	SR	MDA-MB-435	MDA-MB-468	RPMI-8226
O=c1c2c3c(sc2[nH]c(=S)n1-c1ccc([N+](=O)[O-])cc1)CCCCC3
    92.4	92.1	95.6	97.4	102.2	102.2	115.7	85.8
CC(C)c1cccc(Br)c1
    89.4	99.5	98.5	104.9	102.5	105.7	94.4	96.4
COc1cc(-c2nc3ccc([N+](=O)[O-])cc3[nH]2)ccc1OCC(=O)N=Nc1c(O)[nH]c2ccc(Cl)cc12
    76.7	97.0	90.1	107.7	88.6	102.8	103.2	105.1
CC1CCc2c(sc3nc(SCC(=O)N/N=C/c4ccc(Br)cc4)n(-c4ccccc4)c(=O)c23)C1 (configuration not stated)
    109.2	101.4	90.3	92.9	95.1	100.8	93.0	101.9
Cc1c(-n2nnc(-c3nc4ccccc4s3)c2N)c(=O)n(-c2ccccc2)n1C
    107.1	98.3	112.5	102.4	102.8	113.5	110.2	105.3
Cc1c(C(=O)Nc2ccc(S(=O)(=O)N3CCOCC3)cc2)oc2ccccc12
    88.2	81.1	77.4	73.3	81.7	95.0	85.8	62.5

Remaining list, next part
compound	CCRF-CEM	MOLT-4	MDA-MB-231	K-562	SR	MDA-MB-435	MDA-MB-468	RPMI-8226
CC(C)C1CCC(OC(=O)CCl)CC1 (configuration not stated)	106.9	111.1	111.4	100.3	98.8	106.8	95.3	104.2
CC1=C(C(=O)c2ccccc2)C(c2ccc(N(C)C)cc2)n2c(nc3ccccc32)N1 (configuration not stated)	86.9	85.4	·	100.4	84.3	99.0	94.2	82.9
Cn1/c(=N/NC(N)=S)ccc2ccccc21	63.9	48.5	87.7	46.4	·	99.8	24.9	78.2
Cc1ncc(C[n+]2csc([C@H](O)CO)c2C)c(N)n1	124.5	119.5	107.1	108.8	111.1	104.4	102.3	115.2
CC1(C)OC(=O)C(=Cc2ccccc2Cl)C(=O)O1	97.5	102.2	99.2	100.6	93.7	104.4	98.2	95.1
NS(=O)(=O)c1ccc(CCNC(=O)/C=C/c2ccc(Cl)cc2)cc1	91.1	74.6	98.4	90.4	75.6	95.6	102.8	98.3
Cc1ccc(C2=NN3C(C2)c2ccccc2OC3c2ccc3noc(-c4ccc(C)cc4)c3c2)cc1 (configuration not stated)	89.2	102.9	102.2	103.0	102.0	104.4	110.7	96.5
O=C(NC(Cc1cc(=O)[nH]c2ccccc12)C(=O)O)c1ccc(Cl)cc1 (configuration not stated)	86.2	108.3	114.9	103.0	98.2	105.9	105.1	90.0
COC(=O)C(=O)c1cc2ccccc2n1S(=O)(=O)c1ccccc1	90.1	107.0	100.1	109.3	93.8	105.9	109.5	103.6
COc1ccc(Cl)cc1NC(=O)c1c(NC(=O)C(F)(F)C(F)(F)F)sc2c1CCCCC2	·	8.9*	-18.6*	17.6	4.3*	8.8*	-16.9*	-31.9*
COc1ccc(C(C)C=O)cc1 (configuration not stated)	·	93.0	110.1	104.4	102.0	113.3	134.2	·
COc1ccc(CN2CC3CC3(COc3ccc(F)c(F)c3)C2)cc1F (configuration not stated)	50.5	102.7	95.9	91.1	92.0	99.5	109.8	99.1
O=S=Nc1ccc([N+](=O)[O-])cc1	101.4	91.2	95.4	75.6	90.3	95.5	102.5	102.2
Cc1ccc(-c2nc3nc(-c4ccccc4)nc(N4CCCNCC4)c3o2)cc1	-75.8*	-68.1*	-86.9*	-76.4*	-49.7*	-83.1*	-67.5*	-55.0*
c1ccc(-c2nc3n(c2-c2ccccc2)CN(C(c2ccccc2)c2nc4ncncc4[nH]2)CS3)cc1 (configuration not stated)	102.3	102.2	92.7	93.1	103.9	104.8	90.3	97.6
C=C1C(=O)O[C@H]2[C@H]1CC/C(COC(=O)NCc1ccc(Cn3c(=O)sn(CCCCC)c3=O)cc1)=C\CC[C@@]1(C)O[C@@H]21	-22.0*	-15.0*	31.1	1.2*	3.6*	25.7	3.7*	-22.8*
COc1ccc(C(=O)COc2ccc(/C=C3\Oc4ccc(OC)cc4C3=O)cc2)cc1	72.6	83.6	89.7	16.8	·	115.2	·	80.5
CC(C)CC(N)=O	89.2&95.6	98.2&105.8	112.2&98.0	103.8	90.6&90.0	103.3&98.4	92.5&96.7	97.9&113.3
Cc1cc(C(c2ccc(Nc3ccccc3)cc2)c2ccc(Nc3ccccc3)cc2)ccc1Nc1ccccc1	45.0	39.6	70.6	58.9	56.0	88.6	68.8	56.7
O=C(Nc1cccc(Cl)c1)Nc1nc2ccccc2s1	82.9	67.3	78.6	68.8	93.9	91.5	82.6	69.7
COc1ccc(/C(C)=N/NC(=O)c2ccncc2)cc1	104.8	95.5	111.9	102.8	91.9	111.9	113.2	100.0
O=C1C(=O)c2c(nc3n[nH]c(-c4ccc(Cl)cc4)c3c2-c2ccccc2)-c2ccccc21	82.9	68.4	79.9	74.4	·	91.6	72.9	68.5
O=C1c2ccccc2C(=O)N1CN1CCN(c2cc(=O)n(-c3ccccc3)c3ccccc23)CC1	106.8	106.3	97.7	88.7	110.4	106.4	99.4	116.1
Cn1c([N+](=O)[O-])cnc1/C=C1\Oc2ccc(Cl)cc2C1=O	-11.8*	-1.8*	-22.5*	1.9*	11.6	-62.7*	7.2*	0.9*

4 entries from above, as labelled records.
Cc1ccc(-c2nc3nc(-c4ccccc4)nc(N4CCCNCC4)c3o2)cc1
  CCRF-CEM: -75.8*
  MOLT-4: -68.1*
  MDA-MB-231: -86.9*
  K-562: -76.4*
  SR: -49.7*
  MDA-MB-435: -83.1*
  MDA-MB-468: -67.5*
  RPMI-8226: -55.0*

c1ccc(-c2nc3n(c2-c2ccccc2)CN(C(c2ccccc2)c2nc4ncncc4[nH]2)CS3)cc1 (configuration not stated)
  CCRF-CEM: 102.3
  MOLT-4: 102.2
  MDA-MB-231: 92.7
  K-562: 93.1
  SR: 103.9
  MDA-MB-435: 104.8
  MDA-MB-468: 90.3
  RPMI-8226: 97.6

C=C1C(=O)O[C@H]2[C@H]1CC/C(COC(=O)NCc1ccc(Cn3c(=O)sn(CCCCC)c3=O)cc1)=C\CC[C@@]1(C)O[C@@H]21
  CCRF-CEM: -22.0*
  MOLT-4: -15.0*
  MDA-MB-231: 31.1
  K-562: 1.2*
  SR: 3.6*
  MDA-MB-435: 25.7
  MDA-MB-468: 3.7*
  RPMI-8226: -22.8*

COc1ccc(C(=O)COc2ccc(/C=C3\Oc4ccc(OC)cc4C3=O)cc2)cc1
  CCRF-CEM: 72.6
  MOLT-4: 83.6
  MDA-MB-231: 89.7
  K-562: 16.8
  SR: ·
  MDA-MB-435: 115.2
  MDA-MB-468: ·
  RPMI-8226: 80.5

The list continues.
compound	CCRF-CEM	MOLT-4	MDA-MB-231	K-562	SR	MDA-MB-435	MDA-MB-468	RPMI-8226
CCOC(=O)n1cc(-c2nonc2-c2cn(C(=O)OCC)c3ccccc23)c2ccccc21	93.4	93.7	84.0	91.6	81.1	100.0	126.2	100.2
O=C1OCCCC1O (configuration not stated)	·	104.1	108.4	100.3	·	100.0	100.2	99.0
COc1cccc(Cn2cc(C(=O)Nc3cccnc3Nc3cc(OC)cc(OC)c3)nn2)c1	103.4	86.9	91.0	101.3	91.9	106.9	105.5	102.2
O=S(=O)(c1ccccc1)n1ccc(-c2ccc3c(c2)CCO3)n1	76.7	85.6	82.9	56.1	73.3	104.1	42.4	62.4
